# NR2E3 ag-1: NR2E3 agonists in two-hybrid cells, primary screen, cell-based, luminescence, CHO-S, Gal4-NCOR/VP16-NR2E3 | AID 602229, 2012 | luciferase | 360,000 tested, 0.35% active | inhibition of corepressor binding, % at 3.98 µM | Photoreceptor-specific nuclear receptor (Homo sapiens), Q9Y5X4;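 active = inhibition above the mean of all tested compounds plus 3 SD, cut at about 70% in these data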;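 note: 0% = DMSO with NR2E3 transfected cells and 100% = cells lacking NR2E3 construct; higher means lower luciferase signal from less NR2E3 corepressor binding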
# Target sequence (Q9Y5X4 whole entry, looked up, the tested form may be a part): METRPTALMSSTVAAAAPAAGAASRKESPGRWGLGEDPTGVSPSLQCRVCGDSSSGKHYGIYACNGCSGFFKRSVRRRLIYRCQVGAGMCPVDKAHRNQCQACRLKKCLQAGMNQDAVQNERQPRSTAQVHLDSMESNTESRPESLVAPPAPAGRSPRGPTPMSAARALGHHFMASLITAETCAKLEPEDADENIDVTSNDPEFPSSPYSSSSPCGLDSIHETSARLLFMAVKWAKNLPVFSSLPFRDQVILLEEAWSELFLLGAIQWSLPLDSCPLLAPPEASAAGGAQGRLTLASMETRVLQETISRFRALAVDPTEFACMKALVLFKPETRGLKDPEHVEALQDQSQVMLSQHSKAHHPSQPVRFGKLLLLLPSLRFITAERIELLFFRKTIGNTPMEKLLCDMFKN
# CF NFkB block: inhibitors of PAF-induced NF-kB signaling, primary screen, cell-based, GFP fluorescence, uHTS; KKLEB NF-kB-GFP reporter, GFP fluorescence overnight; inhibition, % at 5 µM; 360,000 tested, 0.86% active;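 active = at least 50% inhibition at 5 µM, scaled per plate between neutral and stimulator controls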;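 note: PAF is a Pseudomonas aeruginosa culture filtrate used as stimulus; plate controls were PAF-stimulated DMSO wells for no effect and unstimulated DMSO wells for full effect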
# hiPSC survival: enhancers of single-cell hiPSC survival, primary screen, ATPlite luminescence | 100% = ROCK inhibitor wells, 0% = DMSO | AID 602274, 2012 | survival enhancement, % at 20 µM | 360,000 tested, 0.044% active; in the data active = survival enhancement above about 18%;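 note: cells exposed to compounds for 16 hours before the ATP read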
# KKLEB cytotox: cytotoxicity in KKLEB CF airway cells, primary screen, cytotoxicity control for CF NF-kB inhibitor project, cell-based, uHTS, fluorescence assay plates; KKLEB CF airway cells viability, ATPlite luminescence, overnight; stronger effect = lower value; cells stimulated with P. aeruginosa culture filtrate; activity change (cytotoxicity), % at 5 µM; 360,000 tested, 0.36% active; AID 602141, 2011;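 active = corrected activity change at or below -50% at 5 µM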
# aDG glyco act: activators of alpha-DG glycosylation, primary screen, uHTS, Pro5-aDG cells, AlphaScreen; activation, % at 10 µM; alpha-DG glycosylation AlphaScreen (IIH6); 0% Pro5, 100% B10-LARGE cell signal; 360,000 tested, 0.22% active;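 active = activation of at least 8% versus controls, or a plate z-score of at least 8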;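 note: Pro5 are CHO cells carrying HIG-tagged alpha-DG that lacks glycosylation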
# TRPM1 prom inh: inhibitors of MITF-dependent TRPM1 promoter reporter, primary screen, cell-based, SK-MEL-5, single point, luciferase | SK-MEL-5 TRPM1 promoter luciferase, 24 h | inhibition, % at 12.5 µM | 330,000 tested, 0.83% active;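 active = mean inhibition across replicates of 60% or more, whatever share of single replicates reaches that level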; note: values of inactives mirror those of a sister screen read the other way
# Peg3 prom inh: Peg3 promoter-driven luciferase inhibitors, primary screen, cell-based, HeLa, luciferase luminescence; 360,000 tested, 1.7% active; inhibition, % at 20 µM; AID 588405, 2011; HeLa PEG-Prom luciferase reporter, overnight;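 active = inhibition of at least 50% at 20 µM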
# Shn3 3UTR inh: reduction of Shn3 3'UTR firefly luciferase signal, primary screen, Schnurri-3 inhibitor project, cell-based, Clone20 osteoblasts, set 2; AID 588674, 2011; Clone20 osteoblast Shn3 3'UTR firefly luciferase, 24 h; inhibition, % at 12.5 µM; 360,000 tested, 0.52% active;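 active = mean inhibition of at least 75% with every replicate also reaching 75%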;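 note: 0% = median of neutral control wells and 100% = pilot-screen positive control compound; some compounds past the cut are filed as inactive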
# TWEAK Fn14 block: inhibitors of TWEAK-Fn14 signaling, primary screen, luciferase reporter cells, uHTS | inhibition, % at 10 µM | TWEAK-stimulated Fn14 reporter cells, luciferase luminescence, 8 h | 360,000 tested, 2% active; in the data active = inhibition above about 50%
# NR2E3 ag-2: inhibitors of NR2E3-RetCOR corepressor binding, primary screen, NR2E3 agonist project, biochemical, TR-FRET, GST-NR2E3, biotin-RetCOR. Photoreceptor-specific nuclear receptor (Homo sapiens), Q9Y5X4. 320,000 tested, 0.12% active. AID 2300, 2010. inhibition of corepressor binding, % at 4.78 µM. 1536-well;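 active = percent inhibition above the cutoff of mean plus 3 SD of all tested compounds, set per screening campaign, cut at about 20% in these data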;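 note: 0% = DMSO wells and 100% = biotin wells as full block of FRET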
#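 Material – GST-tagged NR2E3 plus biotinylated RetCOR corepressor · Quantity – NR2E3 fusion 1.35 nM · Times – 5 h incubation at 4 °C · Medium – pH 7.5 Tris-based buffer · Technique – TR-FRET, Eu(K)-anti-GST donor, streptavidin-D2 acceptor, ex 340, em 617/671 nm · Benchmarks – high control biotin, low control 0.6% DMSO · Format – 1536-well plates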
# HIF-2a inh: HIF-2a reporter inhibitors, primary screen, luminescence, 786-0 RCC cells; AID 624352, 2012; 360,000 tested, 0.72% active; 786-0 RCC cells HIF-2a reporter, luciferase luminescence, overnight; inhibition, % at 18.8 µM;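 active = inhibition of the luminescence signal of 40% or more relative to plate controls, in a single-dose primary screen at 18.75 µM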
# * marks the source's active call; other numbers are inactive results; . = no result given.
No.	mol	NR2E3 ag-2	CF NFkB block	TRPM1 prom inh	NR2E3 ag-1	KKLEB cytotox	Shn3 3UTR inh	Peg3 prom inh	TWEAK Fn14 block	hiPSC survival	aDG glyco act	HIF-2a inh
1	O=C(CSc1ccc2nnc(-c3ccccn3)n2n1)Nc1ccc2c(c1)OCO2	1	-19	1	5	-4	0	-5	-19	0.3	-0.1	10
2	C=C[C@@H]1c2c(F)cccc2N(S(=O)(=O)c2ccc(C)cc2)[C@H](c2ccc(C(=O)OC)cc2)C1(C#N)C#N	3	13	3	-1	-14	37	18	16	6.2	0.4	17
3	O=C(Nc1cccc(Cl)c1)Nc1nnc(CC2=CCCCC2)s1	4	31	17	-21	0	16	0	26	0.3	1.0	-29
4	CN(Cc1ccccc1)c1nccn2ccnc12	.	8	.	2	3	5	-7	2	4.7	0.7	-20
5	COc1ccc(OC)c(N/C=C/C(=O)c2ccccc2)c1	2	-17	53	9	-88*	34	73*	101*	-0.9	-0.1	63*
6	Nc1cc2c3ccccc3ccc2c2ccccc12	.	88*	-2	-95	-78*	-108	72*	103*	-3.3	4.7*	-318
7	Cc1ccc(C)c(S(=O)(=O)N2CCN(C(=O)[C@H](C)N3C(=O)C4CC=CCC4C3=O)CC2)c1 (stereo partly drawn)	0	-4	3	-22	-4	4	-6	13	-0.1	0.2	4
8	CCOC(=O)N1CCC(NC(=O)C2CCN(S(=O)(=O)c3cnc[nH]3)CC2)CC1	1	-18	-1	9	2	-24	7	-16	1.6	-0.2	13
9	C[N+]1(CC(O)COc2ccccc2)CCN(C(=O)c2ccc([N+](=O)[O-])cc2)CC1 (stereo not drawn)	-3	-11	9	3	-10	-12	15	6	-0.9	-0.2	18
10	CNC(=O)C[C@H]1C(=O)N(c2ccccc2)C[C@@H]1Cc1ccccc1	.	8	.	-10	-11	-23	2	-10	1.0	0.0	8
11	C/C(=N\NC(=O)c1ccc([N+](=O)[O-])cc1Cl)c1ccccc1	0	-12	-20	-16	10	-30	-205	-31	-0.6	-0.3	-134
12	O=C(Nc1ccc(OCC(=O)N2CCOCC2)cc1)Nc1cccc2ccccc12	0	3	14	-15	-1	-3	14	-12	-0.6	-0.1	-5
13	COc1ccc(C(=O)NCc2cccnc2)cc1OC	0	-15	2	-1	8	-5	1	28	-0.1	0.0	-1
14	Cc1cc(SCC(=O)c2ccccc2)n2nc(C)nc2n1	6	29	17	-37	-5	-16	-20	-24	1.5	0.0	-73
15	COC(=O)[C@@]1(Cc2ccccc2)[C@H]2C(=O)N(Cc3ccccc3)C(=O)[C@H]2[C@H]2CN=C(SCc3ccc(Cl)cc3)N21	.	9	4	-6	-9	18	0	3	0.4	-0.2	17
16	Cc1ccc(C(=O)Nc2cc3ccccc3oc2=O)cc1	0	18	91*	-123	-46	81	90*	102*	-4.2	-0.2	49*
17	Cc1ccc(N2N=C(C(=O)O)CCC2=O)cc1Cl	-4	6	1	-32	3	-3	-4	8	-0.3	-0.1	10
18	O=C(Nc1ccc(NC(=S)NC(=O)c2ccco2)cc1)c1ccccc1	3	-13	-21	-73	13	7	-33	-5	0.2	0.0	-48
19	CCN(CC)CCCNC(=S)N(Cc1cccnc1)Cc1cc2cc(C)ccc2[nH]c1=O	-2	16	-1	7	-7	.	2	-8	-0.1	-0.1	12
20	CCOC(=O)C1(Cc2ccc(Cl)cc2)CCN(C(=O)c2cc(C)nc(C)n2)CC1	0	-4	4	25	5	-10	-4	-19	-0.4	0.4	-11
21	CN1CCN(c2ccc([N+](=O)[O-])cc2S(=O)(=O)N2CCOCC2)CC1	-2	2	-1	-3	-1	-12	5	16	4.1	-0.4	13
22	COc1ccc(CCNC(=O)c2cc(-c3cc(C)cc(C)c3O)n[nH]2)cc1OC	0	-2	-2	-6	-12	45	-3	15	-0.1	0.0	-3
23	Cc1ccccc1NC(=O)N1CCCC(c2nc(-c3ccc(C(C)C)cc3)no2)C1 (stereo not drawn)	0	-10	29	-81	5	-30	-51	55*	-2.2	2.6	-27
24	Nc1ncc(Br)cc1S(=O)(=O)NCCC(=O)NCCc1ccccc1	-1	-15	-31	-41	1	6	-22	8	0.4	-0.1	-31
25	N#Cc1c(N)sc(=S)c2c1CCCC2	1	12	7	-43	-6	5	7	-8	-2.0	-0.1	14
26	COc1cccc(CNc2ncnc3ccc(-c4c(C)noc4C)cc23)c1	3	11	20	38	-33	45	-38	79*	-0.6	0.4	-24
27	CC(C)(C)OC(=O)NCCc1nnc(SCC(=O)c2ccc(Cl)cc2)o1	1	5	5	-11	3	24	9	-15	0.5	2.9	2
28	CC(=O)Nc1ccc(NC(=O)c2c(C)nn(Cc3ccccc3Cl)c2C)cc1	4	-3	0	-15	8	-9	1	-8	0.2	0.6	17
29	COCCCn1c(=NC(=O)c2ccccc2)c(C#N)cc2c(=O)n3cccc(C)c3nc21	3	-25	-12	-21	-6	.	29	2	0.3	-0.1	11
30	CCCC(=O)Nc1c(-c2cccc(OC)c2)c(=O)c2ccccc2n1C	-4	17	17	17	-4	-11	3	4	0.1	-0.2	9
31	Cc1cc(C)n2c(SC/C(O)=C(\C#N)c3nc4ccccc4[nH]3)nnc2n1	0	1	10	-5	3	-19	15	11	2.1	-0.4	-18
32	O=C(NCc1ccccn1)c1cc2n(n1)C(C(F)(F)F)CC(c1ccco1)N2 (stereo not drawn)	1	2	3	-17	0	7	-7	-8	0.3	0.1	17
33	CC1CCCN(CCOCCOc2ccc(Cl)cc2Br)C1 (stereo not drawn)	4	19	-11	-3	-23	-1	0	-46	0.4	0.9	-15
34	COc1ccc(CNC(=O)O[C@H]2C[C@@H]3C(=O)N(c4ccccc4)C(=O)[C@@H]3[C@@H]3CN(S(=O)(=O)c4ccc(C)cc4)C[C@]23O)cc1OC	.	2	.	-8	5	-3	-5	2	4.3	-0.2	-8
35	COc1ccc(Cc2c(-c3ccc(OC)c(OC)c3)nc3ccc(C)cn23)c(C)c1	.	11	.	-10	-19	7	4	-17	-1.7	-0.2	-9
36	CCn1c(=O)cc(OCC(=O)NCCC(C)C)c2ccccc21	-1	-18	11	-22	8	-10	11	4	-0.4	0.0	-4
37	Cc1cccc(NC(=O)/C(=C\c2ccco2)NC(=O)c2cccs2)c1	5	-1	2	-14	-1	7	-1	-6	1.0	0.1	-13
38	CCC1(C)COC(c2ccc(OC)c(OC)c2)OC1 (stereo not drawn)	.	-12	12	-16	14	3	0	3	1.8	0.2	0
39	CC(O)CNCCOc1cccc(Oc2ccccc2)c1 (stereo not drawn)	-4	-8	7	-8	-5	-5	14	-13	-0.9	0.3	3
40	Cc1cc(C)nc(N(C#N)CC(=O)N(c2ccccc2)C(C)C)n1	0	15	9	-3	1	-5	9	19	3.5	0.2	7
41	Cc1cc(=O)n(-c2ccccc2)n1C	.	-7	-3	5	-6	1	-4	-7	3.0	0.1	17
42	O=C(O)c1ccc(CNCc2ccc(Cl)cc2)cc1	0	-26	-9	21	10	-18	3	10	-1.1	0.5	16
43	COC(=O)c1ccccc1OC(=O)c1cccnc1	0	-7	0	-11	-4	-3	12	-3	-0.6	0.0	16
44	COc1cc(NC(=O)C2(C)CCCN(C(C)C)C2)cc(OC)c1OC (stereo not drawn)	.	34	.	0	-23	1	1	6	5.2	0.0	11
45	CCC(=O)N1CCc2cc(S(=O)(=O)CCC(=O)NCCC3=CCCCC3)ccc21	1	-7	-4	24	-2	3	6	8	0.2	0.1	10
46	COc1ccc(C(CNC(=O)c2cc(C)on2)N(C)C)cc1 (stereo not drawn)	3	13	3	0	3	-6	-14	28	0.0	-0.2	3
47	O=C(NC1CCCc2c1cnn2-c1ccccc1F)c1ccncc1 (stereo not drawn)	.	3	.	42	-6	74	9	35	0.7	2.2	2
48	Nc1nc(NS(=O)(=O)c2ccc(Cl)cc2)nn1-c1ccccc1	-1	-3	2	3	10	14	3	5	1.7	0.3	22
49	Cc1onc(-c2ccccc2Cl)c1C(O)c1ccc(F)cc1 (stereo not drawn)	1	-7	11	-40	-3	11	22	9	-0.3	0.1	16
50	COc1ccc(-n2nc(C(=O)NCC(=O)N3CCN(c4ccccn4)CC3)c3ccccc3c2=O)c(OC)c1	2	-7	-44	-71	-12	-41	-112	-19	-0.6	0.0	-139

# Further compounds
No.	mol	NR2E3 ag-2	CF NFkB block	TRPM1 prom inh	NR2E3 ag-1	KKLEB cytotox	Shn3 3UTR inh	Peg3 prom inh	TWEAK Fn14 block	hiPSC survival	aDG glyco act	HIF-2a inh
51	COc1cc(C(=S)N2CCCC2)cc(Cl)c1OCC(=O)Nc1ccc(C)cc1C	2	-5	4	-7	16	19	7	-26	0.9	0.6	3
52	O=C(NCc1cccnc1)C1CC(=O)N(c2ccc(F)cc2)C1 (stereo not drawn)	1	4	0	1	0	-8	4	3	-1.9	2.3	14
53	Cc1ccc(NC(=O)c2cc(C)nc3ccccc23)cc1	-2	-16	-6	-17	7	-2	12	-9	-0.5	0.1	-14
54	CC(=O)NS(=O)(=O)c1ccc(NC(=S)NC(=O)CC(C)C)cc1	1	-13	-1	1	19	4	12	-8	0.7	-0.3	21
55	Cc1cccc(NC(=O)CSc2nc3sc(C)cc3c(=O)n2C)c1	.	-4	-15	-7	13	-27	3	-3	2.1	-0.1	-19
56	O=C(Nc1cccc(Cl)c1)c1cc(S(=O)(=O)N2CCCCC2)c[nH]1	4	-2	0	-29	5	-10	16	-9	0.1	0.1	-12
57	Cc1nn(CC(=O)OCCOc2ccc(Br)cc2)c(C)c1[N+](=O)[O-]	1	-12	11	1	4	10	5	2	9.5	0.0	9
58	Cc1ccc(S(=O)(=O)Nc2ccc(NC(=O)CN3CCCCC3)cc2)cc1	4	-7	-3	1	2	9	8	32	1.5	-0.1	16
59	COCCC1CCCCN1C(=O)c1ccc2nc(Cc3ccccc3F)oc2c1 (stereo not drawn)	-2	4	-129	-112	-7	-68	-297	0	0.5	0.1	-288
60	COc1ccc(S(=O)(=O)N2CCN(Cc3ccccc3[N+](=O)[O-])CC2)cc1	0	3	6	-1	1	27	7	-25	-0.5	0.0	13
61	CCCCC(=O)Nc1ccc(N2CCCC2)cc1	-2	-2	-4	-33	2	-4	-20	-13	0.6	-0.1	-20
